# Mdm2 MdmX PPI: disrupts the human Mdm2-MdmX interaction. O15151+Q00987. SaOS-2 split-luciferase Mdm2/MdmX complementation, luminescence. inhibition, % at 8 µM. 330,000 tested, 3% active. AID 485346;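 active = inhibition of at least 50% at 8 µM in the primary screen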
# Target sequence (O15151 whole entry, looked up): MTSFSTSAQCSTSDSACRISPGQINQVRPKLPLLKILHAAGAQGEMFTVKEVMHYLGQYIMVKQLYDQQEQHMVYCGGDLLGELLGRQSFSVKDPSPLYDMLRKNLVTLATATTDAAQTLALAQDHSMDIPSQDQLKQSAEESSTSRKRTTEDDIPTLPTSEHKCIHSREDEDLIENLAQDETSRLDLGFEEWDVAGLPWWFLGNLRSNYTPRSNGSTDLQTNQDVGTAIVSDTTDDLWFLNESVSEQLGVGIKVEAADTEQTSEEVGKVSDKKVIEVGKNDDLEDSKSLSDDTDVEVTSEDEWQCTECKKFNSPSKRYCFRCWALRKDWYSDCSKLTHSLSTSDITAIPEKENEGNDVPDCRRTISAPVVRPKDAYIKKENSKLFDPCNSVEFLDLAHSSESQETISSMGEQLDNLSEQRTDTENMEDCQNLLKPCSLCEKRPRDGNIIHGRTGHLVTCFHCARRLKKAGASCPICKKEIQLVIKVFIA
# Target sequence (Q00987 whole entry, looked up): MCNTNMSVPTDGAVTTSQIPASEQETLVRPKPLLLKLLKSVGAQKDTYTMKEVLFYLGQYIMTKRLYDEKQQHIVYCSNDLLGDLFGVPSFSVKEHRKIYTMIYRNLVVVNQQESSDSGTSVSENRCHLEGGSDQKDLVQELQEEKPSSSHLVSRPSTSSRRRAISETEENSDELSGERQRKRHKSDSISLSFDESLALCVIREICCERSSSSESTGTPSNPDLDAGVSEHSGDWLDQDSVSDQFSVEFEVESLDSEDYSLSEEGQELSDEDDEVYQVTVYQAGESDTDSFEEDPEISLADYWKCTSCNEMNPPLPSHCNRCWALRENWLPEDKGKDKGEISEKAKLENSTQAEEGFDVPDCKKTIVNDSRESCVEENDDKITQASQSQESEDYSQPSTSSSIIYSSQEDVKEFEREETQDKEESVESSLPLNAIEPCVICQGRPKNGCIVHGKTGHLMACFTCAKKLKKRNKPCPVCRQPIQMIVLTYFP
# Jurkat NFkB inh: inhibitors of the PMA/ionomycin-induced NF-kB reporter in Jurkat cells; 330,000 tested, 0.53% active; inhibition, % at 4 µM; PMA/ionomycin-induced NF-kB luciferase reporter, luminescence; AID 435003; in the data active = inhibition above about 50%
# tim23-1 inh: tim23-1 yeast growth inhibition; inhibition, % at 20 µM; S. cerevisiae tim23-1 growth, BacTiter-Glo luminescence, 24 h; 330,000 tested, 1.3% active;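 active = growth inhibition of the mutant yeast at or above 50%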;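 note: temperature-sensitive mutant grown at 25 °C; plate controls were DMSO-treated mutant yeast for no effect and medium wells lacking yeast for full effect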
# TIM10 inh: inhibits growth of TIM10 yeast strain; S. cerevisiae TIM10 strain growth, BacTiter-Glo luminescence, 24 h; AID 463195; 330,000 tested, 1.4% active; inhibition, % at 10 µM;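 active = inhibition of 40% or more at the single tested concentration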;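 note: wild-type TIM10 isogenic control strain grown at permissive 25 °C; 0% = DMSO yeast wells and 100% = minimal medium wells without yeast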
# tim10-1 inh: tim10-1 yeast growth inhibition | S. cerevisiae tim10-1 ts strain growth, BacTiter-Glo, 24 h | inhibition, % at 20 µM | 330,000 tested, 2.2% active;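 active = inhibition of at least 40%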;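 note: mutant grown at 25 °C; 0% = DMSO wells with yeast and 100% = wells holding no yeast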
# XBP1 UPR activ: adaptive UPR (XBP1) activation; CHO-XBP1 luciferase reporter, IRE1-XBP1 UPR activation, luminescence; percent of tunicamycin response, DMSO as zero; activation, % at 20 µM; 330,000 tested, 0.33% active; AID 463104;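 active = versus positive control, 20 µM dose yields 30% or more activation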;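 note: 100% = tunicamycin at 10 µg/mL and 0% = DMSO only wells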
#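 assay system = CHO-XBP1 luciferase reporter cells | amount = 1000 cells/well | buffer or medium = F12 plus 10% FBS | compound dosing = single point, 20 µM final compound, 1% DMSO | incubation = 16-18 h cell attachment at 37 °C, then 6 h compound exposure | detection = Steady-Glo luminescence read | controls = tunicamycin 10 µg/mL and vehicle-only wells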
# CHOP UPR activ: apoptotic UPR (CHOP) activation. CHO-CHOP luciferase reporter, luminescence; percent of tunicamycin response over DMSO baseline. activation, % at 10 µM. 330,000 tested, 0.34% active. AID 449763;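 active = at 10 µM dose, activation of 40% or more, normalized to positive control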;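 note: 100% = tunicamycin at 10 µg/mL and 0% = DMSO alone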
#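 measured by = luciferase luminescence | assay system = CHO-CHOP cells, stable luciferase reporter of PERK-eIF2a-CHOP signalling | amount = 500 reporter cells seeded per well | timing = 6 h compound exposure at 37 °C after overnight seeding | controls = positive tunicamycin 10 µg/mL, negative DMSO alone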
# 697 NFkB inh: lowers PMA/ionomycin-induced NF-kB signal in 697 B cells; AID 435022; 330,000 tested, 0.33% active; inhibition, % at 4 µM; 697 B-cell NF-kB luciferase reporter, 16 h; in the data active = inhibition above about 35%
# * = called active by the depositor.
# Start of the data: the first three compounds, ahead of the listing:
Structure	TIM10 inh	tim23-1 inh	697 NFkB inh	XBP1 UPR activ	tim10-1 inh	CHOP UPR activ	Jurkat NFkB inh	Mdm2 MdmX PPI
CC(=O)c1cccc(NC(=O)NC2CCCCC2)c1	20	22	5	3	15	1.6	-8	3
Cc1ccc(S(=O)(=O)N2CCC(C(=O)NCC3CCCCC3)CC2)cc1	16	26	11	-3	-2	0.6	16	3
Cc1cnc(C(=O)OCC(=O)Nc2ccc(Cl)cc2Cl)cn1	-4	4	0	3	15	-1.6	2	21

# The whole of this part, repeating the preview:
Structure	TIM10 inh	tim23-1 inh	697 NFkB inh	XBP1 UPR activ	tim10-1 inh	CHOP UPR activ	Jurkat NFkB inh	Mdm2 MdmX PPI
CC(=O)c1cccc(NC(=O)NC2CCCCC2)c1	20	22	5	3	15	1.6	-8	3
Cc1ccc(S(=O)(=O)N2CCC(C(=O)NCC3CCCCC3)CC2)cc1	16	26	11	-3	-2	0.6	16	3
Cc1cnc(C(=O)OCC(=O)Nc2ccc(Cl)cc2Cl)cn1	-4	4	0	3	15	-1.6	2	21
Cc1n[nH]c(C)c1CCC(=O)N/N=C/c1cccc([N+](=O)[O-])c1	-6	10	1	0	-5	-2.5	-15	-8
Cc1nnc(SCC(=O)N(C)C2CCCCC2)s1	-1	3	7	-4	9	3.7	-11	5
CCOC(=O)c1sc2ncn(/N=C/c3ccc(O)cc3)c(=O)c2c1C	20	25	14	0	-7	-1.6	2	-30
O=C1N=C(N2CCN(c3ccccc3)CC2)S/C1=C/c1cccs1	20	36	3	2	26	2.4	-3	7
Cc1cccc(N2CCN(C(=O)c3cc(C)oc3C)CC2C)c1 (stereo unspecified)	-11	19	-40	0	35	1.4	14	5
CC1(C)OC2OC(COC(=O)c3ccc([N+](=O)[O-])cc3)C3OC(C)(C)OC3C2O1 (stereo unspecified)	4	23	-8	0	2	-0.5	7	4
Cc1ccc2c(c1)N(CCCC(=O)NCc1ccc3c(c1)OCO3)C(=O)CO2	16	18	-3	0	15	2.1	-3	14
CCCCn1c(=O)c(C(C)=O)c(O)c2ccccc21	2	41	13	-1	26	-2.2	-3	1
CC(=O)Nc1cccc(NC(=O)CSc2nn3c(=O)c(C)nnc3s2)c1	3	-22	15	-3	-3	-0.6	-6	8
Cc1ncc(CN2CCN(Cc3ccc(F)cc3)C(CCO)C2)s1 (stereo unspecified)	1	10	-7	0	5	-2.0	-7	-1
Cc1ccc(S(=O)(=O)N2CC3CCCN3c3ccc(C(F)(F)F)cc32)cc1 (stereo unspecified)	1	3	-1	0	23	-1.3	19	15
COc1ccc(NC(=O)CCNS(=O)(=O)c2cccc3nsnc23)cc1	12	-14	19	-1	11	-0.2	-12	-20
CNc1nc(-c2ccccc2)cc(C)c1S(C)(=O)=O	-9	15	1	5	6	2.6	-13	-14
Cc1ccc([C@@H]2[C@@H]3C(=O)N(C)C(=O)[C@@H]3[C@]3(Cc4ccccc4)C(=O)N(Cc4ccccn4)CC(=O)N23)o1	1	18	-11	2	-14	-1.4	9	13
CC1(C)Cc2cccc(OCC(=O)OCC(=O)Nc3ccc(C(N)=O)cc3)c2O1	-10	-13	18	-3	-27	0.4	3	8
O=C1c2ccccc2-c2cccc(C(=O)N3CCN(C(=O)c4ccccc4)CC3)c21	8	-1	-10	1	20	0.5	-12	-17
COc1ccc2c(c1)SCCC2=O	-16	0	5	-6	-9	-0.5	-14	12
CCCCN(CC)CCCNC(=O)c1cc2c(=O)n(C)c3ccccc3c2n1C	3	4	21	-1	1	-0.9	-71	69*
Cc1cc(C)cc(C(=O)NC(=S)Nc2ccc3[nH]c(=O)[nH]c3c2)c1	-8	4	-9	0	12	0.8	4	-8
Cc1csc2nc(O)c(C(=O)NCCN3CCOCC3)c(=O)n12	-4	22	10	0	2	-0.6	8	13
CSc1ccc(C(=O)C2CCCN(C(=O)c3cc(C)n(C)n3)C2)cc1 (stereo unspecified)	0	6	-8	0	8	2.1	4	23
COc1ccc(CNS(=O)(=O)c2c(C)[nH]c(C)c2C(=O)N2CCCCC2)cc1	7	9	-13	-3	-4	0.0	-4	25
O=C(COC(=O)c1c(Cl)cccc1Cl)Nc1cc(Cl)ccc1Oc1ccccc1	-20	-3	12	-1	29	-0.6	-4	14
Cn1nnnc1SCC1=C(C(=O)O)N2C(=O)C(NC(=O)C3CC3c3ccccc3)C2SC1 (stereo unspecified)	-3	-5	-3	-2	-4	-1.9	-6	23
Nc1ccc(S(=O)(=O)N2CCC(Cc3ccccc3)CC2)cc1	0	36	19	-5	22	-1.6	15	-6
NC(=O)c1ccc(Cc2ncc(C(F)(F)F)cc2Cl)s1	0	13	6	-1	-5	-0.6	-15	7
COc1ccc(NC(=O)CSc2ncnc3c2sc2ccccc23)c(OC)c1	-9	-1	-10	1	20	2.1	1	88*
CCOC(=O)c1ccc2c(c1)nc(SC/C(O)=C(\C#N)c1nc3ccccc3[nH]1)n2CC	-22	-21	-9	2	15	1.1	-26	40
Cc1ccc(NC(=O)c2cccs2)cc1NC(=O)c1ccco1	29	0	5	0	-1	1.2	9	10
Cc1cc(/C=C(/C#N)C(=O)O)c(C)n1-c1cccc2ccccc12	0	18	-6	-7	18	1.3	-5	8
COCCNC(=O)C(=O)NCC1OCCCN1S(=O)(=O)c1cccs1 (stereo unspecified)	-3	24	15	-1	-2	-1.6	-9	4
O=C(CCC(=O)N(CC(=O)NC1CCCC1)Cc1ccccc1Cl)Nc1nccs1	-14	13	-1	1	8	1.4	-15	-21
COC(=O)C(C(=O)OC)C(C(C)C)C(C(=O)OC)C(=O)OC	1	19	4	-3	10	-3.2	6	-14
Cn1c(CC(=O)Nc2ccccc2)nnc1SCC(=O)NC1=NCCS1	6	2	1	1	-30	1.1	-6	0
COCCNC(=O)c1oc2ccc3c(c2c1C)C(O)CC(C)(C)O3 (stereo unspecified)	9	-1	-2	0	6	-0.1	5	0
CCOC(=O)N1CCN(c2c(N3CCN(c4ccc(F)cc4)CC3)c(=O)c2=O)CC1	-8	-1	18	-2	-8	0.7	12	14
Cc1noc(C)c1COc1ccccc1C(=O)N1CCN(S(=O)(=O)c2ccccc2F)CC1	1	10	15	-3	10	-1.4	-8	8
COP(=O)(CN(Cc1ccccc1)C(=S)Nc1c(C)cccc1C)OC	-6	10	26	-3	10	2.1	-20	3
CCOC(=O)CN(C(=O)COC(=O)C1=NNC(=O)CC1)c1ccc(F)cc1	-5	9	25	1	-2	1.0	1	8
O=C(CN1C(=O)c2cccc([N+](=O)[O-])c2C1=O)N1CCN(c2ccc(F)cc2)CC1	3	2	5	-2	0	-1.9	0	-5
Cc1nnc(C)c2c(C)n(-c3ccccc3)c(C)c12	12	16	-8	-1	21	1.1	-2	-28
COc1cc(S(=O)(=O)N(Cc2cccnc2)Cc2cccc(OC)c2OC)ccc1-n1cnnn1	-2	5	-2	-1	16	2.3	4	-8
O=C(CSc1nnc(C2CC2)n1CC1CCCO1)Nc1ccccc1Cl (stereo unspecified)	12	6	4	-3	-3	-1.3	12	8
O=C(COC(=O)c1ccc(S(=O)(=O)NCc2ccco2)cc1)c1ccccc1	1	3	-11	0	24	2.5	6	31
CCOCCCNC(=O)c1c[nH]c2ccc(OCC)cc2c1=O	-8	-1	6	2	10	2.1	2	-17
O=C(NCc1nnc(SCC(=O)N2CCCC2)o1)c1ccco1	-18	2	-4	2	0	-1.3	-12	8
CCN(CC)S(=O)(=O)c1ccc(N2CCCC2)c(NS(=O)(=O)c2ccc([N+](=O)[O-])cc2)c1	-10	5	-5	-2	15	-0.6	-15	19

# Next compounds follow:
Structure	TIM10 inh	tim23-1 inh	697 NFkB inh	XBP1 UPR activ	tim10-1 inh	CHOP UPR activ	Jurkat NFkB inh	Mdm2 MdmX PPI
COc1ccc(C(=O)Nn2c(C)nc3ccccc3c2=O)c(OC)c1	5	13	8	3	11	0.3	-7	2
O=C1c2c(O)cc(O)cc2O[C@H](c2ccc(O)cc2)[C@H]1O	-1	-10	8	2	16	-0.5	-9	-3
COc1ccccc1OCC(=O)Nc1cccc(-c2nc3ccccc3o2)c1	18	13	-29	0	26	3.0	-7	-26
O=c1[nH]cnc2ccccc12	5	11	3	-2	9	0.4	7	-23
COc1ccc(/C=N/n2c(C)nc3sc(C)c(C)c3c2=O)cc1	-12	18	5	-1	-6	-0.5	-6	21
Cc1ccc(NC(=O)c2cc(S(=O)(=O)N3CCCCC3)cs2)cc1	-5	2	-10	0	7	0.0	5	28
COc1ccc(CNC(=O)[C@@H](C)NC(=O)[C@@H]2Cc3ccccc3CN2)cc1	4	-7	18	0	-13	-0.1	5	9
Cc1cccc(-n2ncc3c2CCCC3NC(=O)CCCN2CCCCC2=O)c1C (stereo unspecified)	-6	-10	-16	-5	1	-0.3	5	25
COc1cc2c(cc1OC)CN(C(=O)CN1C(=O)NC3(CCC(C)CC3)C1=O)CC2 (stereo unspecified)	2	14	20	-2	2	-0.2	4	-4
CCOc1ccc(Cl)cc1S(=O)(=O)N1CCC(C(=O)NCc2ccco2)CC1	6	13	13	2	14	-0.7	2	18
CCC1(C)CC(=O)N(c2ccc(F)c(Cl)c2)C(=O)C1	2	-1	2	-1	1	-1.1	-1	13
COC(=O)C1CCN(c2cc(=O)n(Cc3ccc(F)cc3)c(=O)[nH]2)CC1	2	5	2	0	14	-2.3	7	13
COc1cc2c(C(=O)N3CCN(c4cccc(Cl)c4)CC3)cn(CC(C)C)c(=O)c2cc1OC	25	27	-9	0	28	1.3	12	27
CCCN1CCN(CCCNC(=O)c2ccc(NC(=O)C3=C(C)OCCS3)cc2)CC1	-2	11	-3	-6	12	1.9	0	9
CCCCNC(=O)COC(=O)c1ccc(Cl)c(S(N)(=O)=O)c1	-3	1	16	-2	-2	-1.6	6	4
O=C(CSC1=NS(=O)(=O)c2cc(Cl)ccc2N1)c1ccc(Cl)cc1	-5	-5	-6	2	0	-0.5	-7	-4
CCc1ccc(NC(=O)Cc2ccc(NC3=NC4CS(=O)(=O)CC4S3)cc2)cc1 (stereo unspecified)	-5	4	-1	2	-6	0.1	9	-4
Cc1nc(C)c(C(=O)N2CCCC(C(=O)c3ccc4ccccc4c3)C2)s1 (stereo unspecified)	18	38	10	-2	22	1.3	9	0
COc1cc(/C=C2/C(=O)N(C)C(=S)N2C)ccc1OCc1cccc(F)c1	12	14	6	23	16	2.1	-1	88*
CCOc1ccc(S(=O)(=O)N2CCOCC2)cc1NC(=O)c1ccccc1F	-13	13	16	0	-7	0.3	-10	21
Cn1c(Oc2ccccc2NCc2cccc(Br)c2)cc(=O)n(C)c1=O	7	28	-15	-5	12	1.8	42	-12
O=C(Nc1nc2ccccc2[nH]1)c1ccccc1OC(F)F	14	23	-176	-11	21	-0.9	-72	-64
Cc1nn(C)c(C)c1CS(=O)(=O)c1ccccc1	-2	-2	26	-3	1	0.1	19	34
CCCCn1nnc(NC(=O)c2sc3cc(Cl)ccc3c2Cl)n1	23	26	14	0	5	-2.9	27	16
CSc1nnc(-c2ccc(S(=O)(=O)N3CCCCC3)cc2)o1	-13	27	5	-3	17	0.4	0	20

# Not a retest: entries from further up.
Structure	TIM10 inh	tim23-1 inh	697 NFkB inh	XBP1 UPR activ	tim10-1 inh	CHOP UPR activ	Jurkat NFkB inh	Mdm2 MdmX PPI
O=C(Nc1nc2ccccc2[nH]1)c1ccccc1OC(F)F	14	23	-176	-11	21	-0.9	-72	-64
Cc1nn(C)c(C)c1CS(=O)(=O)c1ccccc1	-2	-2	26	-3	1	0.1	19	34

# Bioassay records: PubChem BioAssay, Sanford-Burnham Center for Chemical Genomics
